EPAC1 agonist = agonists of human EPAC1 | O95398 | EPAC1 agonist qHTS, biochemical assay; response scale: 100% = response to 6.5 mM cAMP | Potency, µM (doses to about 154 µM), for inactives: at the top dose activation, most hits filed as activators | 360,000 tested, 0.073% active; also: potency is read from the fitted curve at half-maximal effect; nearly all actives have a fitted effect of over 60% in size
Target sequence (O95398 whole entry, looked up): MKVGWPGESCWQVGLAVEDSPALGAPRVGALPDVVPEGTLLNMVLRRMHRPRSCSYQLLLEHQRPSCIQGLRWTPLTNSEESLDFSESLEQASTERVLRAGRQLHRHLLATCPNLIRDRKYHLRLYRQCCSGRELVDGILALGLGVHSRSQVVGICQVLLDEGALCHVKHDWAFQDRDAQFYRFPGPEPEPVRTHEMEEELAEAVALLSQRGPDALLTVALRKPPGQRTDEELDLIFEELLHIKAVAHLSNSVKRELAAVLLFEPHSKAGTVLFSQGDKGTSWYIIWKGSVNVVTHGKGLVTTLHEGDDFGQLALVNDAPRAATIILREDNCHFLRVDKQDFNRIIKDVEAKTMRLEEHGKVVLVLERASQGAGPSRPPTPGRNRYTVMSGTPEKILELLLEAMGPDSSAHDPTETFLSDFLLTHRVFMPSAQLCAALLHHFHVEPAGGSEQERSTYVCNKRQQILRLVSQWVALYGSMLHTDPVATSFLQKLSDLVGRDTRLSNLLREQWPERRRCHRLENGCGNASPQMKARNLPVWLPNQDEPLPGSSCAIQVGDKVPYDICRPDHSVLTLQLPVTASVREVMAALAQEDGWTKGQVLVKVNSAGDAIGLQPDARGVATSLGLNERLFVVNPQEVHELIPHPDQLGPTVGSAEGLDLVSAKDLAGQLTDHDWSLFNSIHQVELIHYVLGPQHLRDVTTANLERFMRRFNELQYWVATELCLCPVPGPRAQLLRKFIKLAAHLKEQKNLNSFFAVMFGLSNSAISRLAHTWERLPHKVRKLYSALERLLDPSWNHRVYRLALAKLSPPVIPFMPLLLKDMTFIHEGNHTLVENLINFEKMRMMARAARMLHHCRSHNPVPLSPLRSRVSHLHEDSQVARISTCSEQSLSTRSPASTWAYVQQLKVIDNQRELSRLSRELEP
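EPAC1 100 nM, Rap1B–BODIPY-GDP 250 nM, unlabeled GDP 50 uM; compound titration; 5 min RT; kinetic read ex480/em540 at 5-min intervals ×30 min; data normalized to 6.5 mM cAMP agonist control.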
EPAC1 antag = EPAC1 (human) antagonism; O95398; EPAC1 GEF assay, Rap1b-BODIPY-GDP exchange fluorescence; Potency, µM (series often up to 115 µM), for the others: at the highest dose activity change, negative = inhibition, actives largely listed as inhibitors; 360,000 tested, 0.14% active; AID 720709;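 also: potency is read from the fitted curve at half-maximal effect; plate controls were vehicle for no effect and positive control for full effect; nearly all actives have a fitted effect of over 50% in size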
IL2 activator = activators of IL-2; IL-2 activation reporter assay, cell-based qHTS; stimulated with anti-CD3/CD4/CD28 beads; in transgenic mouse T cells; activation, % (series mostly up to about 46 µM); 360,000 tested, 0.065% active; AID 652025; in the data active = activation above about 50%; inconclusive = mostly about 30% to 49%; also: 0% is about no effect
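Unstimulated transgenic mouse T cells; 60-min compound exposure; bead-based TCR/CD4/CD28 stimulation; 18 h culture, 37 degrees C; dual fluorescence (EGFP, DsRed) plate cytometry.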
GLP1R inv ag = acts as inverse agonist at human GLP-1 receptor; P43220; HEK293 GLP-1R CRE-luciferase, luminescence, 24 h; GLP-1R form is constitutively active; Potency, µM (titrated, usually from 38.3 µM), for inactives: at the top dose activity change, negative = inhibition, usual class: inhibitors; 410,000 tested, 1.6% active; AID 624417; also: potency is read from the fitted curve at half-maximal effect; % is scaled to controls: 0 for no effect and ±100 for the full control effect; nearly all actives have a fitted effect of over 55% in size
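GLP-1R inverse agonism mode: basal reporter luminescence in engineered HEK293 cells measured after one day of compound exposure at 37 deg C, with a 12 min room-temperature detection step.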
PI5P4K alpha inh = inhibitors of human PI5P4K alpha; 330,000 tested, 1.2% active; AID 652105; P48426; max response, %; PI5P4Kalpha enzyme, ADP-Glo luminescence, 60 min; active compounds read low; active = max response of -50% or lower; inconclusive = between -30% and -50%; inactive = -30% or higher; also: value at the top dose of about 77 µM; % is scaled to controls: 0 for no effect and ±100 for the full control effect
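Human PI5P4Kalpha with substrate in 0.038 M HEPES pH 7.4, 0.28 mM EGTA, 0.1% CHAPS, 5% DMSO; reaction started with 5 microM ATP (final), 60 min at room temperature. ADP formed read by ADP-Glo luminescence.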
GLP1R ag = activates the human GLP-1 receptor; P43220; HEK293 GLP-1R CRE-luciferase, luminescence, 4-6 h; cells express a hypersensitive GLP-1R form; Potency, µM (series often up to 45.6 µM), without a hit: top-dose activation, most hits filed as activators; 380,000 tested, 0.007% active; also: potency is read from the fitted curve at half-maximal effect; % of control where 0% means no effect
PLK1 PBD inh = PLK1 (human) polo-box domain binding inhibition | P53350 | Plk1 PBD binding of FITC phosphopeptide, fluorescence polarization | Potency, µM, for the others: max response, negative = inhibition, actives largely listed as inhibitors | 360,000 tested, 2.8% active | AID 720504; also: potency is read from the fitted curve at half-maximal effect; series mostly up to about 57 µM; % is scaled to controls: 0 for no effect and ±100 for the full control effect; nearly all actives have a fitted effect of over 65% in size
HEK293 tox = cytotoxicity in counter-screen for GLP-1R inverse agonists. HEK293 cAMP-luciferase reporter cells, luminescence, 24 h. Potency, µM (titrated, usually from 38.3 µM), for inactives: top-dose activity change, negative = inhibition, most hits filed as inhibitors. 410,000 tested, 0.13% active. AID 624418;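 also: loss of luciferase light is scored as toxicity; potency is read from the fitted curve at half-maximal effect; % is scaled to controls: 0 for no effect and ±100 for the full control effect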
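A 23 nL compound transfer followed 12 hours of cell culture at 37 deg C; exposure then lasted 24 hr. Luciferase assay detection reagent was dispensed and plates read for luminescence after a 12 min room-temperature wait.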
PTHR1 ag = activates the human parathyroid hormone receptor PTHR1 | Potency, µM (series often up to 115 µM), for the others: at the highest dose activation, usual class: activators | 410,000 tested, 0.075% active | Q03431 | HEK293 GP2 PTHR1 cells, GloSensor cAMP luminescence, 1 h; also: potency is read from the fitted curve at half-maximal effect; nearly all actives have a fitted effect of over 55% in size; some results filed as inactive show a strong effect at the top dose; inactives centre near -15; many of its hits are not listed in these tables
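HEK-293-derived GP2 cells expressing PTHR1 and a GloSensor cAMP reporter, 3,000/well, plated overnight, given luciferin plus IBMX (each 0.5 mM as added) for 1 h at 37 °C, then compound for 1 h at 37 °C. Luminescence was read after 15 min at room temperature.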
Starred values were filed as active, the others as inactive; i = inactive; ? = inconclusive; nt = not tested or not shown; & = joins results of further samples; [ ] = dose if it differs, or a comment. Unless noted, calls follow the shape of the dose curve; as a rule, active = well fitted curve in the direction sought with a large enough effect; inconclusive = small, poorly fitted or top-dose-only effect, or another doubt; inactive = no such curve, though single readings can be large; an effect the other way counts as inactive or inconclusive.

SMILES	EPAC1 agonist	EPAC1 antag	IL2 activator	GLP1R inv ag	PI5P4K alpha inh	GLP1R ag	PLK1 PBD inh	HEK293 tox	PTHR1 ag
COc1cccc(-c2sc3cc(OC)c(OC)cc3c2-c2ccc(OCCN3CCCCC3)cc2)c1	8%	-6%	-0.8	?	11	6%	-18%	19%	-14%
CC(=O)Cc1nsc(Nc2cccc(C)c2)n1	1%	-13%	-2.0	22%	1	6%	-23%	1%	-20%
Cc1ccc(OCCN2CCC2(C)C(=O)NCc2cccc3ccccc23)cc1 (stereo not given)	4%	-18%	-0.5	?	29	-2%	-4%	26%	18%
COc1ccc(C(=O)N/C(=C\c2ccc(-c3cccc([N+](=O)[O-])c3)o2)C(=O)NCCCN2CCOCC2)cc1	-18%	8%	-3.1	?	1	10%	4%	0%	i
Cc1ccc(S(=O)(=O)CCSc2nccn2C)cc1	8%	26%	-0.1	11%	7	-4%	2%	-8%	i
CCc1ccc2oc(-c3cc(NC(=O)c4cccs4)ccc3Cl)nc2c1	nt	nt	nt	?	nt	1%	nt	-1%	i
Cc1ccc2nc(N3CCN(C)CC3)c(C=O)c(=O)n2c1	2%	-9%	-3.8	26%	-2	7%	-3%	-3%	i
CCCCNC(=S)Nc1ccccc1Cc1ccccc1	-2%	-25%	-4.8	11µM*	-4	7%	-17%	?	-31%
COc1ccc(-c2cc(C(=O)Nc3nc4c(C)cccc4s3)c3ccccc3n2)cc1OC	4%	1%	1.4	-18%	nt	-7%	-9%	9%	-24%[57.5 µM]
COC(=O)[C@@]12C[C@@H](CC(=O)N3CCCC3)C(=O)N(Cc3ccco3)C1=CCC(C)(C)C2	-8%	-10%	1.9	0%	4	nt	-13%	-8%	-11%
COC(=O)c1sc2nc(C)nc(SCC(=O)C(C)(C)C)c2c1C	-3%	-17%	-2.2	5%	1	-2%	-2%	-21%	-36%[inhibitor]
CCCOc1ccc(F)cc1-c1cc(C(=O)NCc2cccc(Cl)c2)[nH]n1	-15%	-22%	-0.6	?	-9	-4%	-2%	6%	-6%
CCNC(=S)NCc1ccc(Cl)cc1	0%	3%	-2.6	-15%	-8	-4%	-9%	-5%	i
COc1ccc(C(CCN2CCCC2)c2c(OC)cc(OC)c3c(-c4ccccc4)cc(=O)oc23)cc1 (stereo not given)	3%	-22%	-0.3	9%	0	?	-3%	-14%	-24%
COc1cccc(Nc2ncc(C(=O)O)c3ccccc23)c1	13%	-1%	-0.3	1%	-1	-10%	-2%	0%	-4%
O=C(c1cc(COc2ccc(F)cc2Cl)on1)N1CCN(C2CCCC2)CC1	-4%	-11%	-2.2	?	-2	18%	-6%	-16%	-82%[inhibitor]
CSc1nc(-c2ccco2)nn1C(=O)Cc1ccccc1	4%	0%	0.7	40%[activator]	-6	-8%	-25%	6%	0%[57.5 µM]
CCOc1ccc2nc(SCC(=O)N(CCOC)c3c(N)n(Cc4ccccc4)c(=O)[nH]c3=O)[nH]c2c1	4%	8%	-1.3	-2%	-3	7%	-4%	-8%	i
COC(CNc1nc(SC)nc2sc3c(c12)CCN(C)C3)OC	-3%	-9%	-2.9	-5%	3	11%	-8%	0%	-15%
Cc1ccccc1-c1nnn(CC(=O)Nc2ccc3c(c2)OCO3)n1	-1%	18%	2.2	-21%	-1	-4%	-2%	2%	-17%
COc1ccc(C(NC(C)=O)c2ccc3cccnc3c2O)c(OC)c1 (stereo not given)	11%	-2%	-1.3	3.5µM*	0	0%	-1%	?	i
O=C(O)/C=C/c1cn(Cc2ccccc2)nc1-c1cccnc1	10%	-2%	-0.2	-1%	0	5%	-4%	-20%	-7%
Cc1nc(SCc2ccc([N+](=O)[O-])cc2)nc2ccccc12	11%	-5%	-1.8	0%	nt	7%	-5%	30%[activator]	-4%
COc1ccc(NC(=O)NCCC2=CCCCC2)cc1	0%	25%	2.1	3%	2	8%	-1%	-17%	-2%
Cc1cc(C(F)(F)F)cc(NNC(=O)NC(=O)c2ccccc2Cl)n1	-6%	-1%	2.0	?	-1	-2%	-11%	5%	-8%
CCC(=O)c1ccccc1OCCCN1C(=O)NC(C)(C)C1=O	3%	-6%	3.8	2%	nt	0%	-7%	2%	-11%[57.5 µM]
O=c1c2c(O)cc(O)cc2oc2c(O)ccc(O[C@H]3O[C@@H](CO)[C@H](O)[C@@H](O)[C@@H]3O)c12	-20%	-13%	0.2	15%	-56*	2%	-10%	-13%	-14%
CCOC(=O)c1c(CN2CCCCC2)n(C)c2cc(Br)c(O)c(CN(C)C)c12	-6%	-3%	1.3	-30%	0	4%	3%	-2%	-24%
COc1cc(CNC2CCCCCCC2)cc(Br)c1OCC#N	-11%	-8%	-0.1	?	-8	-4%	-6%	?	-22%
O=[N+]([O-])c1cccc(-c2nnc(CNC3CC3)o2)c1	-4%	-9%	-3.2	6%	-11	2%	-17%	-4%	i
O=C(C1=COCCO1)N1CCN(S(=O)(=O)c2cccc(Cl)c2Cl)CC1	4%	7%	1.6	?	nt	10%	-10%	-6%	-55%[inhibitor]
Cc1ccc(C2=C/C(=C/c3cccs3)C(=O)O2)cc1	5%	-14%	-3.5	1%	1	-21%	-6%	-2%	i
COCCCNC(=S)N1CCCC(c2nc3cc(C)c(C)cc3[nH]2)C1 (stereo not given)	-5%	1%	-2.6	?	-2	5%	-2%	-7%	-14%
COc1ccc(CCNc2ccncn2)cc1OC	-2%	9%	-0.4	0%	nt	1%	-1%	4%	i
S=C(Nc1ccccc1)Nc1ccccc1-n1cccc1	-6%	4%	2.0	-8%	2	5%	-10%	-7%	-21%
COc1ccc(-c2cc(C(=O)Nc3ccc(OC)c(OC)c3)[nH]n2)c(C)c1	-6%	-8%	-0.3	-2%	-1	10%	-9%	-1%	4%
Cc1cc(NC(=O)CCC(=O)N(c2ccc(F)cc2)C(C(=O)NC2CCCC2)c2cccnc2)no1 (stereo not given)	-10%	6%	-2.5	0%	3	8%	-11%	1%	i
O=C(O)c1cccc(CN2C(=O)S/C(=C/c3cccc([N+](=O)[O-])c3)C2=O)c1	-2%	?	-2.4	?	-30	-7%	?	-12%	-36%[inhibitor]
C=C1CCN([C@@H](CC(C)C)C(=O)NN2CCOCC2)S(=O)(=O)c2ccccc21	2%	1%	-0.4	13%	8	3%	0%	-6%	-21%
O=c1[nH]nc(-c2ccc(F)cc2)cc1-c1ccccc1	0%	3%	0.4	28%	0	17%	-9%	-1%	i
Cc1oc2nc(SCCCC(=O)NCCO)nc(N)c2c1C	6%	?	3.7	11%	4	7%	-3%	-8%	i
CCc1cc2c(C)cc(=O)oc2cc1OC(=O)C1CCCN1C(=O)OC(C)(C)C (stereo not given)	-1%	-5%	0.1	32%[activator]	1	7%	3%	474%[activator]	i
Nc1c(C(=O)NCc2ccc3c(c2)OCO3)nnn1CC(=O)Nc1ccc(Br)cc1	-18%	-1%	-0.9	-7%&-13%	-10	-5%	7%	6%&1%	-1%&-35%
CCCOc1c(Br)cc(C(=O)OCc2cc(=O)n3ccsc3n2)cc1OC	4%	-3%	0.0	1%	-5	-1%	-11%	1%	i
COc1ccc(N2C(=O)[C@@H]3[C@H](C2=O)[C@H]2C=CC=NN2[C@@H]3C(=O)Nc2ccc(Cl)cc2)cc1	13%	0%	-0.5	0%	-21	-5%	-13%	-28%	-3%
OC(COc1ccc(OCc2ccccc2)cc1)CN1CCOCC1 (stereo not given)	-1%	7%	-0.3	-2%	nt	4%	-1%	3%	i
COCCCNC(=S)NNC(=O)c1cc(C2CC2)nc2ccccc12	-28%	-2%	-0.9	2%	1	2%	-11%	11%	i
O=C1C2CCCCN2C(=O)N1CCCCN1CCN(c2ccc(F)cc2)CC1 (stereo not given)	-6%	-6%	0.2	-4%	-2	-1%	-7%	2%	23%
N#CCCCc1cc2ccccc2cn1	1%	-5%	-0.7	9%	0	8%	-13%	-3%	-14%
CC(C)CCN1CCN(Cc2ccc(Sc3nncn3C)o2)CC1CCO (stereo not given)	6%	-3%	-2.1	0%	-4	-7%	-4%	4%	1%
Cc1ccc(NCCC(=O)c2cccs2)cc1Cl	-6%	4%	-2.2	-2%	-9	1%	-22%	-4%	-8%
COc1ccc(C(=O)NNC(=O)C2CC=CCC2)cc1 (stereo not given)	9%	-7%	-0.8	8%	10	0%	7%	-1%	i
CC(C)c1ccc(NC2=CC(=O)CC(C)(C)C2)cc1	0%	-16%	-3.6	5%	-6	4%	-11%	-14%	?
CC(=O)Oc1ccc(/C=C2/C(=O)N(c3ccccc3)N=C2C)cc1	-14%	-22%	-3.5	1%	3	1%	2.1µM*	-20%	i
CC(=O)Nc1nnc(SCC(=O)N2CCc3ccccc32)s1	3%	4%	0.4	9%	2	13%	-7%	1%	i
COc1ccc(C)cc1S(=O)(=O)NC1CC1	-2%	6%	0.6	12%	0	-2%	-1%	2%	i
O=C(NNC(=S)Nc1ccccc1C(F)(F)F)C1CC1	12%	8%	-0.1	12%	0	1%	-10%	2%	i
O=[N+]([O-])c1ccccc1CN1CCN(S(=O)(=O)Cc2ccccc2)CC1	5%	-25%	-1.4	-16%	0	2%	-15%	10%	-31%[inhibitor]
CSc1ccc(C(=O)N2CCC(CCC(=O)NC3CC3)CC2)cc1	11%	2%	1.0	18%	2	-4%	3%	-1%	-2%

Limited to EPAC1 antag, EPAC1 agonist and PLK1 PBD inh, for 3 of the compounds above:
structure | EPAC1 antag | EPAC1 agonist | PLK1 PBD inh
Cc1ccc(NCCC(=O)c2cccs2)cc1Cl | 4% | -6% | -22%
COc1ccc(C(=O)NNC(=O)C2CC=CCC2)cc1 (stereo not given) | -7% | 9% | 7%
CC(C)c1ccc(NC2=CC(=O)CC(C)(C)C2)cc1 | -16% | 0% | -11%

Source: PubChem BioAssay

Only part of the results is shown; the hit share may differ from the screen's.
